OXTR potentiate: human OXTR potentiation; 320,000 compounds, 0.061% hits; CHO-OTR cells, Fluo-8 calcium fluorescence, potentiator mode; 0% = oxytocin EC15, 100% = EC100; activation, % at 3 µM; P30559;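 active = activation above that plate's cutoff, the mean activation of tested compounds plus 3 SD, cut at about 6.6% in these data, passing the limit was not always enough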;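 also: 100% uses oxytocin at 75 nM as the full agonist control; some results filed as inactive read as strong as hits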
Target sequence (P30559 whole entry, looked up): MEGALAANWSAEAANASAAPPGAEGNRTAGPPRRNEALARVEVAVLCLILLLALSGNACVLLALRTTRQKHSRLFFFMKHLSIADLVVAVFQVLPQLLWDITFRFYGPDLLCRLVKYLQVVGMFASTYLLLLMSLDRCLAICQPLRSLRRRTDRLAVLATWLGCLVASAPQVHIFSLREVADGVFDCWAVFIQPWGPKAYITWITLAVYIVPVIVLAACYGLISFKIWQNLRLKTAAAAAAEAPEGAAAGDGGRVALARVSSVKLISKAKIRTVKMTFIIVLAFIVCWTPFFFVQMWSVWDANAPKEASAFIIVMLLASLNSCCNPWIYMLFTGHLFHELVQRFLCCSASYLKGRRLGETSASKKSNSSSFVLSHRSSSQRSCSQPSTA
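Dosing: Single dose, 3.0 µM nominal final compound concentration | Material: Human OTR in CHO cells | Technique: Kinetic Fluo-8 calcium fluorescence | Benchmarks: EC15 oxytocin alone as 0%, 75 nM oxytocin as 100% | Probe or stimulus: Oxytocin at about EC15, sub-maximal agonist stimulus | Incubation: Compound 6 min at room temperature before oxytocin, 100 s read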
V1aR counter: counter-screen for oxytocin receptor agonists: human V1a receptor agonists. CHO-V1R cells, Fluo-8 calcium fluorescence, agonist mode; 0% DMSO, 100% 3 nM vasopressin. AID 2797. P37288. 320,000 compounds, 0.25% hits. activation, % at 3 µM;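 active = activation above the mean activation of all tested compounds plus 3 SD, per screening run, cut at about 20% in these data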;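 also: signal is peak over basal fluorescence ratio across a 100 second FLIPR read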
CHO-K1 Ca antag: counter-screen for M1 antagonists: effect in parental CHO-K1 cells; ATP-induced calcium, Fluo-8 fluorescence; inhibition, % at 3 µM; 360,000 compounds, 0.6% hits; AID 602250;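 active = inhibition above a per-plate cutoff, the plate's mean sample inhibition plus 3 SD, cut at about 24% in these data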;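 also: 0% = DMSO plus EC80 ATP and 100% = DMSO alone without ATP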
M1 ag parental: counter-screen for M1 agonists: effect in parental CHO-K1 cells; Fluo-8 calcium fluorescence; scaled to maximal ATP response, vehicle zero; activation, % at 3 µM; 360,000 compounds, 0.48% hits; in the data active = activation above about 15%;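 also: untransfected CHO-K1 host cells lacking M1 receptor as counterscreen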
TAAR1 antag: antagonists of human TAAR1; CHO RD-HGA16 TAAR1, Fluo-8 calcium fluorescence, antagonist; inhibition, % at 3 µM; 360,000 compounds, 1.5% hits; AID 624466;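 active = inhibition above a per-plate cutoff, the mean inhibition of test compounds on that plate plus 3 SD, cut at about 49% in these data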;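 also: 0% = DMSO plus EC80 beta-PEA response and 100% = DMSO alone without agonist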
Target sequence (Q96RJ0 whole entry, looked up): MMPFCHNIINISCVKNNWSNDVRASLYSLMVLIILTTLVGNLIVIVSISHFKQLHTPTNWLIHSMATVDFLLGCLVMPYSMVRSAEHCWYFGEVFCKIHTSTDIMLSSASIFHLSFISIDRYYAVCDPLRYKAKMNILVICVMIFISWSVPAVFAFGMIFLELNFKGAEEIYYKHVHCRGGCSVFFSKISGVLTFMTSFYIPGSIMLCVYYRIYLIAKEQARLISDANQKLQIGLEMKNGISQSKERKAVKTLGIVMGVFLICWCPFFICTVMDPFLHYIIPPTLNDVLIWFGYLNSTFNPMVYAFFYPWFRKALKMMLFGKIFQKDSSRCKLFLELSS
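Assay system: RD-HGA16 CHO cells with stable hTAAR1 and Gα16 / Reagent: EC80 β-phenethylamine stimulus / Doses: 3 µM, single point / Timing: dye loading 75 min at 37 °C, then 30 min room temperature / Measured by: Fluo-8 intracellular calcium dye fluorescence, real-time kinetic reads / Controls: vehicle wells and EC80 agonist wells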
TAAR1 agonist: agonists of human TAAR1 | Q96RJ0 | CHO RD-HGA16 TAAR1, Fluo-8 calcium fluorescence; vehicle wells 0%, saturating PEA agonist 100% | activation, % at 3 µM | 360,000 compounds, 0.99% hits;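 active = activation above the mean activation of all test compounds in the run plus 3 SD, cut at about 38% in these data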
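Benchmarks: low control DMSO, high control PEA (EC100); System: CHO RD-HGA16 cells carrying human TAAR1 plus Gα16; Detection: Fluo-8 fluorescence, 5 s baseline then 140 s kinetic read; Schedule: 17-24 h plating, Fluo-8 75 min 37 °C, 30 min RT; Read-out basis: % activation from peak over basal fluorescence ratio, DMSO-to-PEA scaled.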
M1 PAM parental: nonselective activator or artifact in parental CHO-K1 calcium assay; ATP EC20, Fluo-8 calcium fluorescence; 0% at ATP EC20, 100% at ATP max; activation, % at 3 µM; 360,000 compounds, 0.02% hits; AID 602247;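 active = activation above the run cutoff, the mean activation of all test compounds plus 3 SD, cut at about 40% in these data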;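 also: peak over basal fluorescence ratio in a 140 s read after ATP addition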
CHO parental Ca: signal in parental CHO cells, OX1R antagonist counter-screen | parental CHO-K1, ATP-induced calcium, Fluo-8 fluorescence | inhibition, % at 5.6 µM | 330,000 compounds, 0.63% hits;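 active = inhibition above that plate's mean sample inhibition plus 3 SD, cut at about 26% in these data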;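 also: 0% = ATP-challenged DMSO wells and 100% = DMSO wells without ATP; some compounds past the cut are filed as inactive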
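Material: Parental CHO cells | Reagent: ATP | Compound dosing: Single nominal dose of 5.6 µM per compound | Detection: Intracellular calcium via Fluo-8 no-wash fluorescent dye | Read-out: % inhibition of ATP-induced calcium mobilization | Benchmarks: Low control ATP plus DMSO, high control DMSO only | Replicates: Singlicate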
M1 ag: activates human CHRM1 receptor | P11229 | CHO-K1 hM1, Fluo-8 calcium fluorescence, agonist mode; 0% DMSO, 100% acetylcholine EC100 | activation, % at 3 µM | 360,000 compounds, 0.33% hits | AID 588814;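 active = activation above the run's mean compound activation plus 3 SD, cut at about 16% in these data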;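 also: peak over basal fluorescence ratio within a 140 s kinetic read after compound addition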
Numbers without * were called inactive; x = no result given.

Each structure is followed by: OXTR potentiate	V1aR counter	CHO-K1 Ca antag	M1 ag parental	TAAR1 antag	TAAR1 agonist	M1 PAM parental	CHO parental Ca	M1 ag
- COc1ccccc1CN1CCN(C(=O)COc2ccc3ccccc3c2)CC1
→ -5	6.0	-5	5.0	-3	0	-12	-23	-1
- COC(=O)C1=C(c2ccc(C(C)=O)cc2)C[C@@H]2CC[C@H]1N2C(=O)NCC1CC1
→ -4	0.6	-18	0.0	x	x	20	-11	-5
- Cc1cccc(CCNCc2cc3ccc(C)cc3[nH]c2=O)c1
→ -5	0.5	-19	2.5	70*	83*	13	-10	-5
- Brc1ccc2[nH]cc(C=NN3CCCCCC3)c2c1
→ x	x	5	0.7	1	1	-16	x	-7
- O=C(/C=C/C=C/c1ccccc1)CC1(O)C(=O)Nc2ccccc21 (stereo not drawn)
→ -4	3.1	-13	2.5	-8	10	4	-8	-3
- CCn1c(O)c(C=NCc2cccs2)c(=O)[nH]c1=O
→ 2	-0.2	0	0.0	-5	8	-21	1	0
- Cc1ccc(S(=O)(=O)NCCC(=O)Nc2ccc(Cl)cc2C(=O)c2ccccc2)cc1
→ -15	-0.5	0	-0.6	-10	6	6	-36	-4
- NC(=O)c1ccc(N=Cc2c(O)n(Cc3ccco3)c(=O)[nH]c2=O)cc1
→ -8	0.4	-7	1.0	1	1	5	3	-3
- CCN(CC)S(=O)(=O)c1ccc(NN=C(C#N)C#N)cc1
→ -8	11	2	11	-11	14	12	-9	8
- CN1CCC2(O)OCCCC2C1 (stereo not drawn)
→ -2	0.5	3	0.0	-4	0	-21	-5	-3
- CCOC(=O)C1C(=O)N(C)C2(C)CC1c1cc(OC)ccc1O2 (stereo not drawn)
→ -7	-0.1	-7	0.0	-8	2	-2	-8	-1
- CC(CN1CCOCC1)C(C#N)(c1ccccc1)c1ccccc1 (stereo not drawn)
→ x	x	-28	0.9	-40	8	20	x	-7
- O=C1NC(=O)C(=Cc2ccccc2Oc2ccc(F)cc2)C(=O)N1
→ x	x	-20	-0.2	-28	0	23	x	-3
- Cc1cccc(-n2c(/C=C/c3ccccn3)nc3ccccc3c2=O)c1
→ -11	-1.2	1	7.0	12	4	16	-21	-4
- O=C(NCC(c1cccnc1)N1CCN(c2ccccc2)CC1)Oc1ccccc1 (stereo not drawn)
→ -7	-0.8	7	-0.3	-15	4	-11	-14	-7
- Cc1ccccc1N1C(=O)CC(=O)N(c2ccccc2C)C1=O
→ -6	0.0	-4	0.1	-9	3	8	-14	-5
- Cc1ccc2cc(C=C(C#N)C#N)c(Cl)nc2c1
→ -4	3.9	-12	2.4	-3	3	23	-4	-4
- O=c1oc2ccccc2c(O)c1C(c1ccc([N+](=O)[O-])cc1)c1c(O)c2ccccc2oc1=O
→ x	x	6	-0.1	12	7	-10	x	5
- COc1ccc(-c2cc(=O)c3c(OC)c(OC)c(OC)cc3o2)cc1
→ -4	-0.3	2	1.9	13	3	-5	-16	-7
- CN1C2C=C(N(C(=O)c3ccc(Cl)cc3)c3ccccc3)CC1CC2 (stereo not drawn)
→ -17	-0.8	-12	0.1	1	0	3	-13	-5
- FC(F)(F)c1ccc(-c2ccc3c(c2)CNCc2cnnn2-3)cc1
→ x	x	-3	2.9	-12	5	17	x	-4
- COC(=O)C[C@]1(C(=O)OC)CN(C#N)N(c2ccc(Cl)cc2)C12c1ccccc1-c1ccccc12
→ -1	1.4	-9	0.5	-9	7	17	-11	-3
- Cc1cc(OC(=O)N(C)C)nc(-c2ccc(C)c(Cl)c2)n1
→ -5	-2.6	-7	-0.4	-19	2	-9	-27	-5
- COC(=O)C1=C(c2ccc3ccccc3c2)C[C@@H]2CC[C@H]1N2C(=O)N1CCOCC1
→ -6	-0.1	-8	-0.3	1	5	18	-16	0
- O=C1NC(=O)N(Cc2ccccc2)C(=O)/C1=C\C=C\c1ccco1
→ -13	7.0	-3	4.0	17	31	14	2	1
- ClCCOCCCl
→ -5	0.5	-19	0.8	-17	2	13	2	-1
- O=[N+]([O-])c1ccc(N2CCNCC2)cc1N1CCCCCC1
→ -7	1.8	-9	1.9	-38	15	8	6	-6
- CCOc1ccc(C(C)=O)cc1Cn1ccsc1=N
→ x	x	1	-0.2	-10	1	5	x	-10
- O=P(C(Cl)Cl)(N1CCCCC1)N1CCCCC1
→ -7	-0.3	-4	0.5	16	5	2	-8	-2
- CCN(CC)c1ccc(/C=C2/C(=O)NC(=O)N(Cc3ccco3)C2=O)cc1
→ -5	0.8	-6	1.3	21	45*	9	-5	-7
- COC(=O)OCC12CCC(O1)C1(C)C(=O)OCC21 (stereo not drawn)
→ -1	-0.2	-4	0.1	-16	4	11	0	-6
- ClCCN(CCCl)c1ccc(-n2cnc3c(Cl)ncnc32)cc1
→ x	x	-8	-0.2	-31	0	8	x	-6
- CNC(=S)N(C)CCc1cc2c(c(OC)c1C=C1C(=O)NC(=O)NC1=O)OCO2
→ -15	0.2	-8	1.2	0	10	18	4	-4
- Cc1ccsc1C(=O)C1CCCN(Cc2ccc(O)cc2)C1 (stereo not drawn)
→ 1	2.0	-7	6.2	9	0	-5	-19	-15
- C=CCCC1(C(C)C)C(=O)NC(=S)NC1=O
→ x	x	-4	-0.1	-6	1	-4	x	-3
- CC(CC(C#N)(c1ccccc1)c1ccccc1)N1CCCCC1 (stereo not drawn)
→ x	x	-17	-0.7	-22	2	13	x	-9
- COc1ccc([C@@H](O)[C@@H](N)c2ccccc2)cc1
→ -3	1.0	-7	2.7	14	0	21	-5	-2
- Cc1ccc(-c2cc(C(=O)N3CCC4(CC3)OCCO4)no2)cc1
→ 2	0.0	-5	0.1	-15	-1	5	24	-4
- CCOC(=O)C1CCN(/C=C2/C(=O)NC(=O)N(c3ccc(OCC)cc3)C2=O)CC1
→ 4	2.2	-24	0.9	1	10	19	-9	13
- CCC1C(c2ccccc2)NC(c2ccccc2)CC1(O)c1ccc(F)cc1 (stereo not drawn)
→ -10	-1.4	-7	-0.4	-50	1	4	-20	-6
- Nc1c2c(nc3sc4c(c13)CCCCC4)CCCC2
→ -7	1.7	-4	4.2	-11	5	24	-13	-8
- CC(=O)OC1(c2ccccc2)CCN(C)C2CCCCC21 (stereo not drawn)
→ 0	1.1	-2	0.3	7	13	10	-4	-7
- CCN(CC)Cc1c[nH]c2ccccc12
→ -5	1.5	-11	0.2	10	9	22	-14	-1
- CCC(CC)NC1CCCCC1OC (stereo not drawn)
→ -6	0.3	-3	2.5	-13	9	14	10	-11
- O=C(O)CC1OCC=C2CN3CCC45C6=CC(=O)C(=O)C([N+](=O)[O-])=C6NC4C1C2CC35 (stereo not drawn)
→ -2	0.6	-6	-0.1	x	x	2	6	-2
- CCN1CCN(Cc2ccccc2C)CC1
→ -1	-0.7	-1	0.2	8	6	6	-5	-3
- CC/C=C/CC(=O)N[C@@H](c1ccccc1)[C@@H](O)C(=O)O[C@H]1C[C@@]2(O)[C@@H](OC(=O)c3ccccc3)C3[C@](C)(C(=O)[C@H](OC(C)=O)C(=C1C)C2(C)C)[C@@H](O)C[C@H]1OC[C@@]31OC(C)=O (stereo partly drawn)
→ 2	0.2	-15	-0.7	-17	-1	8	-29	-6
- Cc1cccc(-n2c(O)c(C=NCc3cccnc3)c(=O)[nH]c2=O)c1C
→ -11	0.5	-4	0.3	12	0	15	-3	-3
- COc1ccc(-n2c(=S)[nH]c3ccc(C)cc3c2=O)cc1
→ x	x	0	-0.3	7	7	-7	x	-3
- O=c1[nH]c(N2CCN(Cc3ccc4c(c3)OCO4)CC2)nc2c1CCC2
→ -4	0.1	-7	-0.4	-13	5	13	-1	-5
- CN1CC=C2C(C#N)=C(N)C(C#N)(C#N)C(c3ccncc3)C2C1 (stereo not drawn)
→ -3	2.8	10	0.2	x	x	-9	1	-3
- COc1ccc(CCN(C)Cc2ccc(F)cc2F)cc1OC
→ -1	-0.3	-7	0.1	-7	3	-12	-6	-8
- COC(=O)C1=C(c2ccc(F)cc2OCc2ccccc2)C[C@@H]2CC[C@H]1N2C(=O)NCc1ccc(OC)c(OC)c1
→ -3	-0.9	-10	3.7	60*	14	-7	-33	-6
- C[C@]12CCC(=O)C=C1CCC1C2CC[C@@]2(C)C1CC[C@@]2(O)CC#N (stereo partly drawn)
→ -4	3.3	-25	1.5	x	x	-3	8	-4
- COC(=O)C1=C(c2ccc(-c3ccccc3)c(F)c2)C[C@@H]2CC[C@H]1N2C(=O)N1CCC(C)CC1
→ -2	0.3	-15	0.4	21	3	8	-27	-6
- O=C(O)[C@H]1NC[C@H]2C[C@H]21
→ -16	0.9	4	0.2	7	13	2	-1	-5
- CCN(CC)C(=O)c1ccc(NC(=O)Nc2ccccc2F)cc1
→ -2	-0.7	-10	5.0	27	7	-6	-13	-3
- COC(=O)C1=C(c2ccc(OCc3ccccc3)cc2)C[C@@H]2CC[C@H]1N2C(=O)NCc1ccc2[nH]ccc2c1
→ x	x	-8	3.0	-7	3	24	x	-1
- O=C(CN1CCCCC1)c1ccccc1F
→ 3	-0.1	-10	-0.3	7	7	12	10	1
- Cn1c(O)c(/C=N/N2CCCCC2)c(=O)[nH]c1=O
→ -4	-0.1	-4	0.5	-2	5	13	-5	3

Look-ups from the entries so far.
TAAR1 antag, `O=C(O)[C@H]1NC[C@H]2C[C@H]21` → 7
TAAR1 agonist, `O=c1[nH]c(N2CCN(Cc3ccc4c(c3)OCO4)CC2)nc2c1CCC2` → 5

Further compounds follow:
Each structure is followed by: OXTR potentiate	V1aR counter	CHO-K1 Ca antag	M1 ag parental	TAAR1 antag	TAAR1 agonist	M1 PAM parental	CHO parental Ca	M1 ag
- CCCN(CC#CCO)CCC
→ -9	0.7	-2	1.0	-11	7	12	11	2
- CC(C(=O)Nc1ccc(Br)cc1C(=O)c1ccccc1)N1CCCCC1 (stereo not drawn)
→ 12*	-1.2	-7	0.2	3	17	-5	-19	-7
- CCOc1ccc(-c2cc(C)[n+](CCN(CC)CC)c(-c3ccc(OCC)cc3)c2)cc1
→ -3	-0.7	-2	0.8	-14	9	-7	-3	-8
- CC1=C2[C@@H]3OC(=O)[C@H](C)C3CC[C@@]2(C)C=CC1=O (stereo partly drawn)
→ -7	1.4	-9	0.9	-6	2	14	7	-3

High-throughput results from PubChem.

Some of the compounds tested; rates above refer to the full screens.
